hcGAS inh: inhibitors of human cGAS; Q8N884; recombinant h-cGAS, ATP depletion, Kinase-Glo luminescence; inhibition, % at 12.5 µM; 0.081% of 290,000 active; AID 1259398;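 note: 0% = vehicle reaction and 100% = reaction without DNA for no activity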
Target sequence (Q8N884 whole entry, looked up): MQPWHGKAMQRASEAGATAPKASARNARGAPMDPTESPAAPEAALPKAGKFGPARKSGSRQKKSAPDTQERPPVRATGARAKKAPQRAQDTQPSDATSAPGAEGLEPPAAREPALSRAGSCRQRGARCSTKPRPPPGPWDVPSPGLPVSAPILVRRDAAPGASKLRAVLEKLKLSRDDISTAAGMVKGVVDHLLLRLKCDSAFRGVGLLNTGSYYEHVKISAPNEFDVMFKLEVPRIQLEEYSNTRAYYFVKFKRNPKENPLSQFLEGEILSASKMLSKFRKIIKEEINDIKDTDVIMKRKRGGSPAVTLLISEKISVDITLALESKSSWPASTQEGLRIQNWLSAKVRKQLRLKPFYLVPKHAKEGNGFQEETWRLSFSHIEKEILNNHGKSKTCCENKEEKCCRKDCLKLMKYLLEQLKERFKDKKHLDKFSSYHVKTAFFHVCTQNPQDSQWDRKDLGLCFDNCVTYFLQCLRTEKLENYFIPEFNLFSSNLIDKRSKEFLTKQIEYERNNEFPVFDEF
NPYLR7 ag: activates Aedes aegypti NPYLR7 receptor; HEK293T NPYLR7/Galpha15, GCaMP6s calcium fluorescence; activation, % at 10 µM; 0.15% of 270,000 active; AID 1259423; in the data active = activation above about 40%;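 note: 0% = vehicle and 100% = reference agonist at the receptor; some compounds past the cut are filed as inactive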
mcGAS inh: mouse cGAS inhibition by luminescence | Q8C6L5 | recombinant cGAS, Kinase-Glo ATP depletion luminescence | inhibition, % at 12.5 µM | 0.15% of 160,000 active;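 note: 0% = negative control wells and 100% = reference inhibitor with no enzyme activity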
* = called active by the depositor; / = not tested or not shown; & = joins results of further samples. Cut-off read from the data, not from the text of the source, unless noted: active = inhibition above about 40%; inactive = the rest.

SMILES	hcGAS inh	NPYLR7 ag	mcGAS inh
CC(=O)NC(C(=O)OCC(=O)N(c1ccccc1)c1ccccc1)C(C)C (stereo unspecified)	-7	2	/
COc1cccc(N2C(=O)CSC2c2cccc(NC(=O)c3cccc(Cl)c3)c2)c1 (stereo unspecified)	-9	-5	-5
CCCc1nnc(NC(=O)c2cccs2)s1	-5	-7	/
Cc1cccn2c(=O)c(C#N)c(SCc3ccccc3)nc12	-6	-1	/
COc1ccc(-c2ccc(=O)n(CCN3CCN(S(=O)(=O)c4ccc(Cl)s4)CC3)n2)cc1	-6	-5	-6
CNC(=O)[C@@H]1[C@@H](OC)C(=O)N(C)C12CCN(C(=O)c1cccc3c1OC(F)(F)O3)CC2	2	8	-4
CCOCCOc1nc(-c2ccc(OC)cc2)n(-c2cccc(NC(=O)Nc3ccc(OC)cc3)c2)n1	2	-1	0
C=CCN(Cc1nccn1Cc1ccc(Cl)c(Cl)c1)C(=O)c1ccccc1F	-5	27	-6
CCOC1=NN(c2ccc([N+](=O)[O-])cc2)C(=O)/C1=C\c1cc(OC)c(OC)cc1OC	-1	5	-2
CCn1ccc(C(=O)Nc2ccc3nc(N4CCN(C)CC4)sc3c2)n1	-15	-1	/
COC(=O)[C@@H]1CCCN1C(=O)c1ccccc1NCc1cccs1	1	-9	/
Oc1oc(-c2ccccc2)nc1C=Nc1ccccc1I	-6	-4	-4
Cc1cc2c(c(-c3cccc(-c4nnc(C)s4)c3)c1)OC(CN)C2 (stereo unspecified)	-6	4	-6
COc1c(F)cccc1C(=O)NC(C)c1n[nH]c(C)n1 (stereo unspecified)	2	-10	-1
CN(C)c1ccc(CNC(=O)N2CCCC(NC(=O)OC(C)(C)C)C2)cn1 (stereo unspecified)	-5	11	-16
O=S1(=O)CCC(Cc2nc(C3CC3)n[nH]2)C1 (stereo unspecified)	-5	18	/
CC(=O)Nc1ccc(OCC(O)CNC(C)C)cc1 (stereo unspecified)	-3	-8	/
CN(C(=O)COc1ccc(Nc2ccccc2)cc1)C1CCS(=O)(=O)C1 (stereo unspecified)	-7	-1	/
CC(C)CC(N)c1csc(Nc2ccc(C(=O)N(C)Cc3ccccc3)cn2)n1 (stereo unspecified)	-3	-6	-6
O=C(C=Cc1ccsc1)N1CCN(S(=O)(=O)c2ccccc2C(F)(F)F)CC1	-4	3	/
O=C(CSc1cn(CCNC(=O)c2cccs2)c2ccccc12)Nc1ccccc1	-3	0	/
CC(C)NC(=O)NCCc1ccc(NS(=O)(=O)c2ccccc2F)cc1	-3	4	-4
CCN(C(=O)C(C)N(C)Cc1cccc(Cl)c1Cl)C1CCS(=O)(=O)C1 (stereo unspecified)	0	-1	/
CC(=O)C1(c2ccccc2)CCN(c2cc(Cl)nc(SCc3cccc(C(=O)Nc4ccc(C)c(C)c4)c3)n2)CC1	-6	13	-6
Cc1ccc(Cn2c(=O)c3c(nc4n(C(C)C)c(C)cn34)n(C)c2=O)cc1	2	0	/
C=C1CC(=O)C2=C(C)C[C@H](OC(=O)CC(C)C)C3[C@H](OC(=O)[C@H]3C)C12 (stereo partly specified)	-1	1	-3
C#CCNC(=O)C1CCC(=O)N(c2ccc(C)cc2)C1c1ccccc1OC (stereo unspecified)	-8	-7	/
Cc1cc2c(=O)n(C)c(SCC(=O)NCCc3ccccc3)nc2s1	-6	-7	/
CCCC(=O)N(CC(=O)N(CCc1c[nH]c2ccccc12)Cc1ccc(OC)cc1)CC(C)C	-6	-4	-2
Cc1cc(Br)ccc1NC(=O)c1ccc([N+](=O)[O-])o1	3	3	-1
C[C@H](C(=O)NCCN1CCOCC1)N1Cc2ccc(-c3cccnc3)nc2C1=O	2	-6	-3
Cc1cccc(CN(CCC(C)C)CC(O)COCc2ccco2)c1 (stereo unspecified)	-3	-4	-6
O=C(NCc1ccco1)c1cccc(Cn2ccsc2=NS(=O)(=O)c2ccc(F)cc2)c1	-5	/	-4
O=C(NCC1=COCCO1)c1cc(Cl)ccc1Br	-4&1	-3&-4	/
CCCCC(CC)C(=O)N1CCC(Cc2ccc3c(c2)OCO3)CC1 (stereo unspecified)	-4	4	-5
Cc1cc(C)cc(N2CCn3c2nc2c3c(=O)[nH]c(=O)n2C)c1	-6	-4	/
CCOc1cccc(CN2CCN(c3ncnc4c(C)csc34)CC2)c1O	-5	8	-18
O=C(CSc1ccc2nnc(-c3ccncc3)n2n1)N1CCCCCC1	-9	-6	-6
COc1cc(-c2nc3cc(C)ccn3c2NC(C)(C)CC(C)(C)C)ccc1OC(=O)c1ccccc1C	-7	5	-6
CCC(=O)Nc1cccc(C(=O)NCc2cccc3[nH]ccc23)c1	-3	-1	-11
CCCC(=O)N1CCN(c2nc(C)cc(Nc3ccc(C)cc3)n2)CC1	-6	7	/
O=C1C(=NNC(=S)NCC2CCCO2)c2cccc3cccc1c23 (stereo unspecified)	-9	-2	/
C(=N/n1cnnc1)/c1ccc(OCc2cccc3ccccc23)cc1	2	-15	-1
COc1ccc(OCCNC(=O)c2cncn2-c2cccc(-c3cccc4c3sc3ccccc34)c2)cc1	-1	13	-6
Cc1ccc(-c2noc(CSc3nnnn3C3CCCC3)n2)cc1	-9	21	-5
COCCNc1cc(C)nc2c(-c3ccc(Cl)cc3)c(C)nn12	-6	-3	-7
CCN(CC)S(=O)(=O)c1ccc2c(c1)nc(SCc1cccc(C(=O)O)c1)n2C(C)C	1	14	-1
CC(=O)Nc1nc(C(=O)NCc2ccc(CN3CC(C)CC(C)C3)cc2)cs1 (stereo unspecified)	4	-4	-3
Cc1ccc(-n2nnnc2-c2cnc(C3CC3)nc2-c2cccs2)cc1	2	10	/
Cn1c(SCCn2cc(Br)cn2)n[nH]c1=O	-12	6	/
N#CCNC(=O)[C@H](CCc1ccccc1)NC(=O)/C=C/c1cc(F)ccc1F	-14	11	/
CCCn1c(=O)c2ccccc2n(C(CC)C(=O)NCCN2CCOCC2)c1=O (stereo unspecified)	-5	25	-5
COc1ccc(C(=O)Nc2cn[nH]c2)cc1Br	-7	-10	/
CCCC12CN(C(=O)[C@H]3[C@@H](C(=O)OC)[C@H]4C=C[C@@H]3C4)CC1C(=O)NC(=O)N2 (stereo partly specified)	-4	-1	-5
O=C(CS(=O)(=O)CCCc1ccccc1)NCC1(c2ccccc2)CC1	-6	3	/
CC1=NN(C(=O)COc2ccccc2C#N)C(O)(C(F)(F)F)C1 (stereo unspecified)	-9	16	/
CCOC(=O)c1c(C)n(C)c2ccc(OC(=O)/C=C/c3ccccc3)cc12	-1	-7	-3
O=S(=O)(NC1CCCc2ccccc21)c1ccc(F)cc1 (stereo unspecified)	-5	6	-6
Cc1nonc1OCCNC(=O)CCN1CCCCCC1=O	-15	/	-4
Cc1ccc(C2CC2C(=O)NNC(=S)Nc2ccc([N+](=O)[O-])cc2)cc1 (stereo unspecified)	10	11	/
Further results follow.
SMILES	hcGAS inh	NPYLR7 ag	mcGAS inh
CC(NC(=O)C1CC1c1cc(F)ccc1F)c1nc(Cc2ccccc2)no1 (stereo unspecified)	1	-2	7
CN(C(=O)c1nc(C2CC2)nn1-c1ccc2c(c1)OCCO2)c1ccccc1	3	24	-19
C=CC(C)(O)CN(CCOC)Cc1c(C)nn(-c2ccccc2)c1Oc1cccc(OC)c1 (stereo unspecified)	2	-3	/
CN(Cc1ncc[nH]1)CC1CC(=O)N(C2CCCC2)C1 (stereo unspecified)	-8	11	/
COc1ccccc1OCC1c2ccsc2CCN1C(=O)CN(CCN1CCCC1)C(=O)c1ccccc1OC (stereo unspecified)	-4	-2	-4
COc1cc2c(cc1OC)CN(C(=O)c1ccc(C#CC(C)(C)O)o1)CC2	2	-1	/
O=C(Nc1ccccc1)c1cccc(S(=O)(=O)Nc2cccc(F)c2)c1	-3	-11	-8
CC1CN(CCCNC(=O)CSCc2ccc(C#N)cc2)CC(C)O1 (stereo unspecified)	-6	7	/
COc1cccc(C(CN2CCN(C(=O)NCc3ccc(Cl)cc3)CC2)OCc2ccc(C#N)cc2)c1 (stereo unspecified)	-5	/	-6
Cc1cnc(CNc2nc3cc(-c4ccccc4C)sc3c(=O)n2C)cn1	-12	6	/
CN1N=C(C(=O)NCc2ccc(Br)c(F)c2)CCC1=O	-7	3	/
Cc1sc2nc(C(C)Sc3nnnn3C3CCCC3)[nH]c(=O)c2c1C (stereo unspecified)	-4	7	/
NC(=S)N=C1CCN(c2cccc(C(F)(F)F)c2)N1	-2	-4	-9
O=C(NC1CCN(Cc2ccccc2)CC1)c1ccc(Oc2nc(Cc3ccccc3)ns2)c(CN2CCOCC2)c1	-4	19	-6
N#CCCN(CCC#N)Cn1c(=O)oc2cc(Br)ccc21	-6	-5	/

Given bar-delimited: part of the list above.
Structure | hcGAS inh | NPYLR7 ag | mcGAS inh
CCOC(=O)c1c(C)n(C)c2ccc(OC(=O)/C=C/c3ccccc3)cc12 | -1 | -7 | -3
O=S(=O)(NC1CCCc2ccccc21)c1ccc(F)cc1 (stereo unspecified) | -5 | 6 | -6
Cc1nonc1OCCNC(=O)CCN1CCCCCC1=O | -15 | / | -4
Cc1ccc(C2CC2C(=O)NNC(=S)Nc2ccc([N+](=O)[O-])cc2)cc1 (stereo unspecified) | 10 | 11 | /
CC(NC(=O)C1CC1c1cc(F)ccc1F)c1nc(Cc2ccccc2)no1 (stereo unspecified) | 1 | -2 | 7
CN(C(=O)c1nc(C2CC2)nn1-c1ccc2c(c1)OCCO2)c1ccccc1 | 3 | 24 | -19
C=CC(C)(O)CN(CCOC)Cc1c(C)nn(-c2ccccc2)c1Oc1cccc(OC)c1 (stereo unspecified) | 2 | -3 | /
CN(Cc1ncc[nH]1)CC1CC(=O)N(C2CCCC2)C1 (stereo unspecified) | -8 | 11 | /
COc1ccccc1OCC1c2ccsc2CCN1C(=O)CN(CCN1CCCC1)C(=O)c1ccccc1OC (stereo unspecified) | -4 | -2 | -4
COc1cc2c(cc1OC)CN(C(=O)c1ccc(C#CC(C)(C)O)o1)CC2 | 2 | -1 | /
O=C(Nc1ccccc1)c1cccc(S(=O)(=O)Nc2cccc(F)c2)c1 | -3 | -11 | -8
CC1CN(CCCNC(=O)CSCc2ccc(C#N)cc2)CC(C)O1 (stereo unspecified) | -6 | 7 | /
COc1cccc(C(CN2CCN(C(=O)NCc3ccc(Cl)cc3)CC2)OCc2ccc(C#N)cc2)c1 (stereo unspecified) | -5 | / | -6
Cc1cnc(CNc2nc3cc(-c4ccccc4C)sc3c(=O)n2C)cn1 | -12 | 6 | /
CN1N=C(C(=O)NCc2ccc(Br)c(F)c2)CCC1=O | -7 | 3 | /
Cc1sc2nc(C(C)Sc3nnnn3C3CCCC3)[nH]c(=O)c2c1C (stereo unspecified) | -4 | 7 | /

The list continues:
SMILES	hcGAS inh	NPYLR7 ag	mcGAS inh
COc1ccc(-c2ccc(=O)n(CCNS(=O)(=O)c3ccccc3)n2)cc1	1	0	-1
COc1ccccc1-n1ncc2c(C(C)C)nnc(SCC(=O)Nc3cc(C)on3)c21	-7	-13	-12
Cc1noc(C)c1CC(=O)Nc1cccc(OC2CCCC2)c1C	-13	2	/
CC(=O)N1CCN(CCNc2ccc3nccnc3n2)CC1	-9	7	/
Cc1ccc(NC(=O)CN(C)C(=O)c2ccccc2O)cc1	2	-3	/
Cc1ccc(-n2ncc3c(=O)n(NC(=O)CCC4CCCC4)cnc32)cc1	-1	9	/
C[C@]1(C(=O)O)Cc2oncc2C[C@@H]1C(=O)O	-2	-6	/
O=C(Nc1ccccc1)Nc1cccc(-c2ccc3nnc(-c4ccncc4)n3n2)c1	-3	9	-6
CCCCN(CC(=O)Nc1cc(-c2ccccc2)nn1-c1ccc(F)cc1)C(=O)Nc1ccc(OCC)cc1	-2	0	-5
Cc1ccc2[nH]c(=O)c(CN3CCN(c4cc(C)nc(N)n4)CC3)cc2c1	1	4	3
CCCc1cncnc1N1CCN(C2CCN(C(=O)C(C)C)CC2)CC1	-6	3	-17
COc1ccc2c(c1OC)C(=O)OC2CC(=O)c1ccc(Cl)cc1 (stereo unspecified)	-12	7	19
Cc1ccc(C(=O)N2CCSC23C(=O)N(Cc2cccc(F)c2)c2ccccc23)cc1 (stereo unspecified)	1	3	-2
CCCNC(=O)Cn1nc2c(c1NC(=O)Cc1cccc3ccccc13)CSC2	2	7	2
Cc1cc(C(=O)CN2C(=O)C(=O)N(C3CCCC3)C2=O)c(C)n1Cc1ccco1	-4	10	-8
Cc1cccn2c(CC(=O)N3CCCC4(CNC(=O)O4)C3)cnc12 (stereo unspecified)	-5	3	-10
O=S1(=O)C=C(SCCN2CCOCC2)c2ccccc21	-9	11	-3
CCCOC(=O)COc1ccc2c(oc(=O)c3ccccc32)c1C	0	-7	-5
Cc1cc(NC(=O)CS(=O)(=O)c2cn(Cc3ccc(Cl)cc3)c3ccccc23)no1	-11	-1	-6
Cc1cc(C)n2ncc(CN3CCCC3c3ccccn3)c2n1 (stereo unspecified)	-6	12	/
O=c1c2cnc(N3CCCCC3)nc2ccn1Cc1cccnc1	-6	3	/
COc1ccccc1OCCSc1nc2ccccc2n1Cc1ccccc1	2	-1	1
O=C(c1coc(Cn2cnc3ccccc32)n1)N1CCC(C2CCCCC2)C1 (stereo unspecified)	-5	12	/
CCCCc1nc2cc(C(=O)N3CCCCC3CCn3cccn3)ccc2o1 (stereo unspecified)	-8	18	/
Cc1nnc(SCCn2c(N3CCOCC3)nc3c2c(=O)n(C)c(=O)n3C)s1	-6	0	/
COCCCN(Cc1cccc(C)c1)Cc1ccc(C(O)(c2cccs2)c2cccs2)o1	2	-8	1
Clc1ccc(-c2noc(-c3ccco3)n2)cc1	-9	16	/
Cn1cc(-c2cccc3c2COCC(=O)N3Cc2ccccc2)cn1	-8	6	/
O=c1cc(CSc2ccc3c(c2)OCCO3)c2c(ccc3ccccc32)o1	-3	-2	/
COCCNc1cc(-c2ccc3ncsc3c2)c2cc[nH]c2n1	-5	-1	-9
CCOc1cc2c(cc1CNc1ccc(C#N)cn1)OC(C)C2 (stereo unspecified)	-14	7	/
O=C(c1cccc(-c2ncc[nH]2)c1)N1Cc2cnn(CCO)c2C1	-4	11	/

High-throughput results from PubChem.
